IDH1 R132H inh – blocks human mutant IDH1 R132H enzyme; Potency, µM (titrated, usually from 76.6 µM), for inactives: at the top dose activity change, negative = inhibition, most hits filed as inhibitors; IDH1-R132H enzyme, NADPH consumption, diaphorase/resazurin fluorescence; 390,000 tested, 0.093% active; also: potency is read from the fitted curve at half-maximal effect; % is scaled to controls: 0 for no effect and ±100 for the full control effect; nearly all actives have a fitted effect of over 65% in size
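IDH1-R132H (0.5 ug/mL) preincubated 30 min with compound, then NADPH (0.016 mM) and alpha-KG (2 mM) added; 80 min at RT, pH 7.5. Remaining NADPH coupled via diaphorase/resazurin to fluorescence (540/590 nm); concentration-response curves normalized to no-enzyme control.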
USP1 inh – inhibitors of human USP1/UAF1 deubiquitinase; 390,000 tested, 0.23% active; Potency, µM (doses to about 57.1 µM), inactives show at the highest dose activity change, negative = inhibition, usual class: inhibitors; recombinant USP1/UAF1, Ub-Rhodamine cleavage fluorescence; O94782; also: potency is read from the fitted curve at half-maximal effect; % is scaled to controls: 0 for no effect and ±100 for the full control effect; nearly all actives have a fitted effect of over 60% in size; inactives centre near -12
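1 nM enzyme complex + cpd, 15 min RT; start with Ub-Rho 150nM final; kinetic fluorescence ex 480/em 540, 6 reads q60 s. Buffer 50mM HEPES pH 7.8, 0.5mM EDTA, 0.1 mg/ml BSA, 1mM TCEP, 0.01% Tween-20.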
LDHA block – blocks human lactate dehydrogenase A; P00338; AID 1347041; purified LDHA, NADH/diaphorase-resazurin fluorescence; active compounds read low; 480,000 tested, 0.15% active; activity change, % (values are at about 110 or 230 µM); in the data active = activity change below about -30%; inconclusive = mostly about -25% to -30%;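 also: plate controls were DMSO wells for no effect and wells without enzyme for full effect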
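Human LDH5 at 2 nM final in Tris HCl pH 7.4 with 0.06 mM NADH and 0.2 mM pyruvate, reacted 5 minutes at room temperature. Remaining NADH coupled via diaphorase/resazurin; resorufin fluorescence read at 0 and 20 minutes, normalized to enzyme-free and DMSO wells.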
RXFP1 agonist – agonists of human relaxin receptor RXFP1; Q9HBX9; HEK293T-RXFP1 cAMP TR-FRET, 30 min; response scale: percent of porcine relaxin response, buffer zero; Potency, µM (highest dose often 57.5 µM), for inactives: top-dose activation, hits mostly activators; 370,000 tested, 0.3% active; AID 2676; also: potency is read from the fitted curve at half-maximal effect; % is scaled to controls: 0 for no effect and ±100 for the full control effect; nearly all actives have a fitted effect of over 60% in size; many of its hits are not listed in these tables
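cAMP rise read by TR-FRET after 30 min, 37C compound exposure (up to 58 uM) in RXFP1-transfected HEK293 cells with Ro 20174 present. EC50 from Hill-equation fits, with 29 nM porcine relaxin as 100% and buffer as basal.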
Vif-A3F inh – Vif-A3F binding inhibition; HeLa A3F-eYFP + Vif (tagged APOBEC3F with the HIV-1 protein that degrades it), YFP fluorescence increase; Potency, µM (top dose mostly 46.1 µM), inactives show at the highest dose activity, negative = active; 390,000 tested, 0.2% active; AID 602313; also: potency is read from the fitted curve at half-maximal effect; % of control where 0% means no effect; nearly all actives have a fitted effect of over 65% in size
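HeLa cells stably expressing Vif plus C-terminally eYFP-tagged A3F were seeded, incubated overnight at 37 deg C, dosed with compound, incubated overnight again at 37 deg C. Yellow fluorescence (Ex 488/Em 500-530) reported blocked Vif-mediated A3F-eYFP degradation.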
Glioma ERSR ind – induces the endoplasmic reticulum stress response in human glioma cells; U87-MG GRP78 promoter luciferase reporter, 16 h; Potency, µM, inactives show at the top dose activation, actives largely listed as activators; 420,000 tested, 0.02% active; AID 602332; also: potency is read from the fitted curve at half-maximal effect; series mostly up to about 76 µM; % of control where 0% means no effect; nearly all actives have a fitted effect of over 35% in size
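ERSR induction read as luciferase luminescence (Bright-Glo, 10 min at room temperature) in stably transfected human U87-MG glioma cells exposed to compounds for 16 h, using GRP78 as sensor.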
PI4K2A block – PI4K2A (human) kinase inhibition. activity change, negative = inhibition, % at 76.9 µM. purified PI4K2A, ADP-Glo luminescence, 1 h; active compounds read low. 420,000 tested, 0.13% active. Q9BTU6; in the data active = activity change below about -50%; inconclusive = mostly about -30% to -49%;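 also: -100% = wells without enzyme as full effect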
Target sequence (Q9BTU6 whole entry, looked up): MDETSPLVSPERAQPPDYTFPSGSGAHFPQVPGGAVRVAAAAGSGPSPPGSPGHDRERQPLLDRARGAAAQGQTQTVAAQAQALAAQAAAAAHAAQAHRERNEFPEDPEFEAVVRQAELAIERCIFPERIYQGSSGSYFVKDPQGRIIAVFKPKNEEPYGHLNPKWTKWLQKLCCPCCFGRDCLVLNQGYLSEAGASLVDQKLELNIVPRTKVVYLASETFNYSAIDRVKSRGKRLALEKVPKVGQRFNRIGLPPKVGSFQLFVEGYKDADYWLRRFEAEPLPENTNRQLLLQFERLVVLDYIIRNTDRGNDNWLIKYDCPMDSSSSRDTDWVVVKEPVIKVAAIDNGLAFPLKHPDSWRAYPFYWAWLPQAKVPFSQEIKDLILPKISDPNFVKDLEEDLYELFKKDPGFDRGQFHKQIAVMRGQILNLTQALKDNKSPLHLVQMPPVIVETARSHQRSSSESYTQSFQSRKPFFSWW
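ADP-Glo luminescence measured ADP generated by PI4K2A enzyme (4 ug/mL before mixing) with 1.2 mM PI substrate (pre-mix) and 300 microM ATP (pre-mix). Tris pH7.5 buffer with MgCl2, Triton X-100; 1 h reaction at ambient temperature.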
Vif-APOBEC3G blk – blocks the Vif interaction with human APOBEC3G; Q9HC16; HeLa A3G-eYFP + Vif (tagged APOBEC3G with the HIV-1 protein that degrades it), YFP fluorescence, overnight; Potency, µM (highest dose often 46.1 µM), without a hit: top-dose activity, negative = active, actives largely listed as inhibitors; 410,000 tested, 0.076% active; AID 602310;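 also: potency is read from the fitted curve at half-maximal effect; % is scaled to controls: 0 for no effect and ±100 for the full control effect; nearly all actives have a fitted effect of over 60% in size; hits raise eYFP signal because A3G escapes Vif-driven loss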
Target sequence (Q9HC16 whole entry, looked up): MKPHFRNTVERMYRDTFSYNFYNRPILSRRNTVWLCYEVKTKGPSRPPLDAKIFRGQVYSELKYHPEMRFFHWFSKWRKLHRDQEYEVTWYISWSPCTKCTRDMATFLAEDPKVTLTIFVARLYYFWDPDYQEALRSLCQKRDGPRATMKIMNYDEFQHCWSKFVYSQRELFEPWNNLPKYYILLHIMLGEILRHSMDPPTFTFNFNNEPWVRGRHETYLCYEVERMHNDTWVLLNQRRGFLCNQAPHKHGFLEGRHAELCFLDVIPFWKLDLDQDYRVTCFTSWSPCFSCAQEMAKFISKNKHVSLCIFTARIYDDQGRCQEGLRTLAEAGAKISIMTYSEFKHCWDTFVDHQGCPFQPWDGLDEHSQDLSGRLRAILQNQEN
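HeLa cells stably expressing Vif and C-terminally eYFP-tagged A3G, seeded overnight at 37 deg C, then exposed to compound by pintool overnight at 37 deg C. Rise in yellow fluorescence (Ex 488/Em 500-530, Acumen) marks blocked Vif-driven A3G degradation.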
TrxR1 substrate – substrates of rat thioredoxin reductase 1. O89049. 390,000 tested, 0.01% active. purified TrxR1 substrate turnover, NADPH consumption readout. Potency, µM (doses to about 114 µM), for inactives: at the top dose activity change, negative = substrate turnover; also: potency is read from the fitted curve at half-maximal effect; % is scaled to controls: 0 for no effect and ±100 for the full control effect; nearly all actives have a fitted effect of over 50% in size
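Rat TrxR1, dispensed at 90 nM, was prereduced with 400 uM NADPH (final) for 5 min at ~22 deg C, then incubated with compound 15 min before 400 uM selenite. A first-read NADPH fluorescence drop versus no-compound background flagged substrates.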
The depositor's hits bear a star; ? = inconclusive; / = not tested or not shown; & = joins results of further samples; [ ] = remark or other dose. Unless noted, calls follow the shape of the dose curve; as a rule, active = well fitted curve in the direction sought with a large enough effect; inconclusive = small, poorly fitted or top-dose-only effect, or another doubt; inactive = no such curve, though single readings can be large; an effect the other way counts as inactive or inconclusive. This is a subset; count on the stated rates, not on these rows.

SMILES | IDH1 R132H inh | USP1 inh | LDHA block | RXFP1 agonist | Vif-A3F inh | Glioma ERSR ind | PI4K2A block | Vif-APOBEC3G blk | TrxR1 substrate
COc1ccccc1OCC(=O)OCC(=O)NC1CCCCC1 | 5% | -3% | -1 | / | 5% | -1% | -12 | -1% | 5%
COc1cccc(C(=O)NC(=S)Nc2ccccc2N2CCCC2)c1 | 0% | ? | 7 | -0.4% | ? | 5% | -6 | 1% | 2%
O=C(COC(=O)C1=COCCO1)Nc1ccc(F)c(F)c1 | 0% | -11% | -6 | 0.7% | -3% | -3% | -2 | 0% | -5%
C#CCn1c(=O)cc(C)c2ccccc21 | 16% | -31% | -7 | 2.6% | 1% | -1% | 1 | -2% | -9%[57.1 µM]
Cc1ccnc(NC(=O)CCC(=O)N(Cc2ccco2)C(C(=O)NC(C)C)c2ccc(F)cc2)c1 (stereo not drawn) | 3% | 2% | -5 | -0.1% | 9% | -3% | -1 | -1% | -1%
c1csc(C2=Nn3c(nnc3-c3ccncc3)SC2)c1 | -1% | -20% | -3 | 0.9% | -3% | -12% | -12 | 7% | -2%
CCCC1=C(C(=O)OCC)C(c2ccccc2OCC)NC(=O)N1C (stereo not drawn) | 11% | -24% | 8 | 1.4% | 6% | -2% | -2 | 0% | -9%
CCOc1ccc(NC(=O)Cn2cncc2-c2ccc([N+](=O)[O-])cc2)cc1 | 2% | -8% | -2 | 1.1% | -2% | -1% | -2 | -18% | -9%
Cc1cccn2c(=O)c3cc(C(=O)NCc4ccc(F)cc4)c(=N)n(CC4CCCO4)c3nc12 (stereo not drawn) | 1% | -10% | -5 | ? | 1% | -5% | -3 | 5% | -1%
Cc1ccc(CNC(=O)C2=NNC(=O)CC2)cc1 | 6% | -5% | -3 | 0.3% | 5% | -4% | 10 | -3% | -6%
C/C(=N\NC(=O)CSc1nc2ccccc2o1)c1cccc(O)c1 | 9% | -20% | -2 | -1.7% | -2% | 2% | -6 | -3% | 2%
Cc1ccc(-c2nnn(CC(=O)N(c3ccccc3)C(C(=O)NCC3CCCO3)c3ccc(Cl)cc3)n2)cc1 (stereo not drawn) | -1% | -19% | -16 | 1.7% | -2% | -3% | 1 | 2% | -5%
COc1cccc(NC(=O)C2CCN(c3nc4ccccc4nc3C(F)(F)F)CC2)c1 | -8% | -27% | -2 | 6.1% | -2% | -3% | 6 | 4% | 1%[57.1 µM]
Cc1cccc(NC(=O)CCC(=O)OCC(=O)c2ccc(Oc3ccc([N+](=O)[O-])cc3)cc2)c1 | -4% | -11% | -5 | 1.2% | -5% | 2% | 0 | 3% | -9%
COc1ccc(C(=O)Nc2cc(-c3nc4ncccc4o3)ccc2C)cc1Br | 0% | -21% | -7 | 4.1% | -6% | -2% | 2 | 1% | 1%
CSc1ncc(C(=O)NCc2ccc(C)cc2)c(C)n1 | -2% | -2% | 1 | 0.8% | 1% | 0% | 1 | -1% | -7%
COc1ccc(C(=O)Oc2c(Sc3ccc(C)cc3)c(C)nn2C(C)(C)C)cc1OC | 22% | -1% | 1 | -2.2% | -1% | -5% | 3 | -18% | -2%
Cc1ccccc1S(=O)(=O)/N=C(/Nc1c(C)n(C)n(-c2ccccc2)c1=O)c1ccccc1 | 0% | -20% | -5 | 1.1% | -16% | -5% | 3 | -5% | 5%[57.1 µM]
CCOC(=O)N1CCC(Nc2c(Nc3ccc(C)c(C)c3)c(=O)c2=O)CC1 | 2% | -13% | -3 | -1.6% | -3% | 2% | 2 | 0% | -9%
O=C(c1cccc(Cl)c1)N1CCN(C2CCCCC2)CC1 | -5% | -18% | -11 | 1.5% | -5% | -4% | -2 | -4% | 1%
CN(C)S(=O)(=O)N(CC(=O)Nc1ccccc1F)c1ccccc1 | 5% | 0% | ? | 0.3% | / | 4% | -5 | 0% | 2%
CCCNc1c(N)c(=O)c1=O | 5% | -9% | -4 | 0.0% | -1% | -5% | 2 | 1% | 3%
Cc1ccc(S(=O)(=O)N2CCC(C(=O)N3CC(C)OC(C)C3)CC2)cc1 (stereo not drawn) | 2% | -17% | -4 | 1.4% | 3% | -3% | 1 | 2% | 7%
COC(=O)C1Cc2ccccc2CN1S(=O)(=O)c1ccc(F)cc1 (stereo not drawn) | 4% | -13% | -9 | -0.3% | 7% | -6% | 0 | -1% | 9%[57.1 µM]
O=C(Nc1cccc2cccnc12)c1ccc(F)cc1 | 12% | ? | -2&1 | -1.6% | 10% | 0%&1% | -2 | -3%&-1% | 1%[0.457 µM]
CCOC(=O)c1c(CN2CCN(Cc3ccccc3)CC2)n(C)c2cc(Br)c(OC)cc12 | 2% | -25% | 1 | -1.4% | 1% | -5% | 4 | 6% | 6%
COC(CNC(=O)c1ccc2nc(-c3ccccc3)c(-c3ccccc3)nc2c1)OC | 6% | -9% | -7 | 3.5% | -1% | -6% | -4 | 1% | 48%[activator][57.1 µM]
COc1cccc(CN(C)C(=O)CN2C(=O)NC(c3ccccc3)(c3ccccc3)C2=O)c1OC | 5% | -19% | -2 | 0.5% | 1% | -1% | -8 | -13% | 3%
COc1cc(OC)cc(-c2c(-c3cccs3)c3cc(-c4ccc(OC)nc4)ccc3n2C)c1 | 2% | -23% | 1 | 4.0% | 4% | -3% | -2 | -1% | 42%[activator]
Cc1nc2ccc(Cl)cc2n1C | 12% | -24% | -1 | / | 5% | -4% | -3 | 1% | /
COc1cccc(S(=O)(=O)NCc2ccc(C(=O)NCc3ccccn3)cc2)c1 | -5% | -12% | -12 | 1.1% | -14% | -2% | -1 | 0% | 1%
Cc1cccc2cc(C#N)c(NCCCn3ccnc3)nc12 | 6% | -15% | -6 | 2.0% | -11% | -3% | -1 | -7% | 49%[activator]
C[C@H](NC(=O)[C@@H]1Cc2ccccc2CN1)C(=O)Nc1ccc2c(c1)OCCO2 | -4% | -6% | 1 | -0.4% | -5% | -7% | 0 | 2% | -4%
COc1ccc(CNC(=O)C2=CCN(S(=O)(=O)c3ccc(C)cc3)CC2)cc1 | 0% | -23% | 0 | 0.8% | 5% | -3% | 4 | -2% | -1%
CN(Cc1ccccc1F)C(=O)c1ccc(Oc2ccccc2)cc1 | 9% | -28% | 0 | 1.2% | 1% | 4% | 7 | -1% | 7%
Cn1c(=O)c2c(ncn2CC(=O)N/N=C/C=C/c2ccccc2)n(C)c1=O | 0% | -14% | -3 | 3.8% | 2% | -2% | -2 | -4% | -1%
O=C(Nc1ccc(C(F)(F)F)cc1)C1CCN(S(=O)(=O)c2ccc(N3CCCC3=O)cc2)CC1 | -8% | -16% | -5 | 0.0% | 0% | -4% | 6 | -1% | -3%
CSc1ccc(-c2nnc(NC(=O)c3ccc4c(c3)OCCO4)o2)cc1 | 0% | -9% | -6 | 2.7% | 1% | -1% | 0 | -4% | -1%[57.1 µM]
CCN(c1cccc(C)c1)S(=O)(=O)c1cc(Br)cc2c1N(C(C)=O)C(C)C2 (stereo not drawn) | -3% | -21% | -2 | 1.3% | 1% | -1% | 3 | 2% | -6%
O=[N+]([O-])c1cc(/C=N\Nc2nc(-c3ccccc3)cs2)ccc1O | 20% | -19% | -8 | 2.9% | -13% | 1% | -9 | 4% | 1%[57.1 µM]
Cc1ccc(C)c(OC(=O)c2cccc(S(=O)(=O)N3CCN(C)CC3)c2)c1 | 17% | -7% | -5 | 0.0% | -5% | -5% | 6 | 3% | -12%
CC1(C(=O)O)CCCN(C(=O)C2(c3ccc(Cl)cc3)CCCC2)C1 (stereo not drawn) | / | / | -7 | / | / | -3% | 0 | -6% | /
CCN1CCN(c2cc(=O)n(C3CCCCC3)c(=O)[nH]2)CC1 | 12% | -17% | 2 | -0.7% | -7% | -3% | 5 | 2% | 10%[57.1 µM]
CCS(=O)(=O)N1CCC2(CC1)OCCN2S(=O)(=O)c1ccc(C)cc1 | 2% | -15% | -6 | 0.2% | -2% | -4% | 1 | 1% | -13%
Cc1nn(-c2cc(N3CCOCC3)ccc2N)c(=O)c2ccccc12 | 2% | -14% | -5 | -0.1% | 2% | -5% | 11 | 3% | 3%
Cc1ccc(CNC(=O)C(NS(=O)(=O)c2ccc3nc(C)sc3c2)C(C)C)cc1 (stereo not drawn) | 1% | ? | -3 | 3.8% | 0% | -6% | -8 | -2% | 3%
O=[N+]([O-])c1ccc(COc2ccccc2CN2CCCC2)cc1 | 3% | -24% | 4 | / | 6% | -1% | 2 | -3% | 0%
CO/N=C(/CS(=O)(=O)c1ccc(Br)cc1)c1ccc(OC)cc1 | 4% | -23% | 4 | -1.2% | -18% | -4% | -12 | ? | 6%[57.1 µM]
O=C(O)c1[nH]c2ccccc2c1NS(=O)(=O)c1ccc(F)cc1 | -3% | -10% | -1 | 1.7% | 2% | 2% | -4 | 0% | 5%[57.1 µM]
Nn1cnnc1N/N=C/c1ccc(Cl)c([N+](=O)[O-])c1 | 25% | ? | 38 | 6.7% | 7% | -14% | -52* | -11% | -15%
CCN(CC)S(=O)(=O)c1ccc2oc(C(=O)Nc3ccc(OC)cc3OC)c(C)c2c1 | 1% | -20% | -1 | 6.5% | -7% | 3% | 6 | -3% | 6%[57.1 µM]
COCCNc1ncnc2c1[nH]c1ccccc12 | 5% | -5% | -9 | 0.6% | 2% | -3% | 0 | -1% | 46%

Compound activity as filed in PubChem BioAssay.
